High-throughput results deposited in PubChem by several laboratories.
m5-HT2A agonist – mouse HTR2A agonism via beta-arrestin recruitment; P35363; CHO-K1 mHTR2A beta-arrestin complementation, luminescence; percent of 30 µM serotonin response; activation, % at 7.6 µM; actives 0.66% (n = 360,000); AID 624169;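 active = activation above a run cutoff, the mean activation of all tested compounds plus 3 SD, cut at about 14% in these data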;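 note: 0% = plate median of compound wells and 100% = 30 µM serotonin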
PDI turbidity – inhibitors of human protein disulfide isomerase. P07237. actives 0.052% (n = 350,000). inhibition, % at 10 µM. PDI insulin aggregation turbidity, A650, 90 min. AID 588391;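 active = mean inhibition across replicates of 30% or more, whatever share of single replicates reach that level; inconclusive = mean inhibition below 30% while every single replicate reaches 30%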;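 note: absorbance from insulin aggregation driven by PDI reduction with DTT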
Target sequence (P07237 whole entry, looked up): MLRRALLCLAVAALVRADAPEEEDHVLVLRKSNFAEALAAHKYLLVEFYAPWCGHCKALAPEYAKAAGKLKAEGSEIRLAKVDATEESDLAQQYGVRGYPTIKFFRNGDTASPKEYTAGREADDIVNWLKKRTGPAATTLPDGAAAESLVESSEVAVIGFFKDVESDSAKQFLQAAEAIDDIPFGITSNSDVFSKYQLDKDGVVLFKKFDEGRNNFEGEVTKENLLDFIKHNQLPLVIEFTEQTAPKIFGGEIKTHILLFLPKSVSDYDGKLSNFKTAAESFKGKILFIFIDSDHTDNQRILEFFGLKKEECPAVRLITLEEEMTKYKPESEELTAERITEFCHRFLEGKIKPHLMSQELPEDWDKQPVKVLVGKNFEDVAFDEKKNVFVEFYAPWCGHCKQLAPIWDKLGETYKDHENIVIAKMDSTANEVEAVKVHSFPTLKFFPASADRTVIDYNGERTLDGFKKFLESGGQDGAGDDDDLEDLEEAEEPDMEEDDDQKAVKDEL
ABCB6 inh MLPCN – blocks the human ABCB6 transporter | Q9NP58 | K562-ABCB6 porphyrin accumulation, flow cytometry, 1 h; active compounds read low | fluorescence ratio to DMSO, % at 10 µM | actives 0.19% (n = 360,000);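 active = fluorescence ratio to DMSO below 75%, the collection mean minus 3 SD; inconclusive = too few cells collected in the well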;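 note: signal is porphyrin accumulated inside mitochondria; 100% equals median channel fluorescence of DMSO control wells; lower ratio means ABCB6 inhibition with less porphyrin fluorescence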
MC4R antag cAMP – human MC4R antagonism in cAMP assay | P32245 | MC4R-expressing cells, MTII-stimulated cAMP, LANCE TR-FRET | inhibition, % at 6.5 µM | actives 0.48% (n = 360,000) | AID 540295;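 active = inhibition above its plate's cutoff, the mean of tested wells on that plate plus 3 SD, cut at about 29% in these data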;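 note: 0% = Melanotan II alone and 100% = Melanotan II plus saturating MCL0020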
Target sequence (P32245 whole entry, looked up): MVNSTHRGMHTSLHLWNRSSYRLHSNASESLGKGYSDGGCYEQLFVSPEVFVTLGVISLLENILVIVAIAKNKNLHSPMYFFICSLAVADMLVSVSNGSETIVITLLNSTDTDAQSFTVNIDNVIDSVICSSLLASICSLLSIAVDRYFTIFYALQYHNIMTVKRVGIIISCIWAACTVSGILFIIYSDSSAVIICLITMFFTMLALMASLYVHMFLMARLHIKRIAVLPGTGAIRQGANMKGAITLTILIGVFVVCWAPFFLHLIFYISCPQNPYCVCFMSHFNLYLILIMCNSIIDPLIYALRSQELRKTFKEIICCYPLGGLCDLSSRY
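material = U2OS cells stably expressing human melanocortin 4 receptor (MC4R) | also added = Melanotan II challenge | dosing = single nominal compound dose of 6.5 µM | detection = TR-FRET with Eu-cAMP and labeled anti-cAMP, 671 nm | replication = singlicate | timing = compound 30 min, challenge 1 h, detection 1 h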
CaV13 FRET inh – Primary screen for inhibitors of IQ motif and Ca2+-dependent inactivation inhibitor domain binding in CACNA1D, Förster resonance energy transfer in living cells, …. HEK cells, CFP/YFP FRET ICDI-IQ, plate reader, 10 min; percent FRET-ratio fall versus neutral wells. inhibition, % at 12.3 µM. actives 0.098% (n = 340,000);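 active = mean replicate inhibition of at least 30% and at least 1% of replicates passing that level; inconclusive = only one of the two criteria is met; inactive = neither criterion is met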;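 note: 0% = median of the neutral control wells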
H9c2 protect – modulators protecting cardiomyocytes from myocardial damage; H9c2 cardiomyocytes, H2O2 injury protection, ATPLite, 2 h; protection from H2O2 cell death, % at 20 µM; actives 0.63% (n = 360,000);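 active = compounds giving at least 50% protection of heart cells from peroxide-induced death in the single-dose screen, raw or plate-pattern-corrected value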;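 note: 0% = DMSO wells with peroxide and 100% = DMSO wells without peroxide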
Granule exo inh – blocks lytic granule exocytosis; TALL-104 LAMP-1 surface exposure, flow cytometry; cells stimulated with thapsigargin and PMA; inhibition, % at 10 µM; actives 0.66% (n = 360,000);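 active = inhibition above about 55%, limit read from the data; inconclusive = no clear call, values can overlap the other calls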
Glyco luc inh – blocks N-linked glycosylation in D54 reporter cells; D54 ERlucT glycosylation luciferase reporter, 24 h; percent of 100 nM tunicamycin response; AID 588692; reporter increase, % at 12.5 µM; actives 0.23% (n = 360,000);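 active = mean luciferase reporter signal, scaled so untreated is 0 and the glycosylation-blocking control 100, at or above a set limit in every replicate; inconclusive = mean reaches the limit but not every replicate does; inactive = mean below the limit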;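 note: luciferase carries N-glycosylation sites so blocking glycosylation raises the light; 0% = median of neutral control wells and 100% = median of 100 nM tunicamycin wells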
MC4R ag barr – human MC4R agonism via beta-arrestin | U2OS MC4R beta-arrestin complementation, luminescence; percent of melanotan II response, DMSO zero | AID 540308 | activation, % at 8.9 µM | actives 0.98% (n = 360,000) | P32245;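 active = activation above a per-plate cutoff, the mean activation of sample wells on that plate plus 3 SD, cut at about 8% in these data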
ABHD5-PLIN5 inh – blocks binding of human ABHD5 to perilipin-5; Q00G26+Q8WTS1; AID 602281; actives 0.78% (n = 360,000); inhibition, % at 4 µM; Split G. princeps luciferase complementation, luminescence, 4 h;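 active = inhibition above the mean inhibition across every tested compound plus 3 SD, cut at about 22% in these data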;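 note: 0% = DMSO only wells and the 100% control is not disclosed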
* marks the source's active call; other numbers are inactive results; ? = inconclusive; . = no result given.

molecule	m5-HT2A agonist	PDI turbidity	ABCB6 inh MLPCN	MC4R antag cAMP	CaV13 FRET inh	H9c2 protect	Granule exo inh	Glyco luc inh	MC4R ag barr	ABHD5-PLIN5 inh
CCCS(=O)(=O)N1CCN=C1SCc1ccc(C)cc1	2	-6	99	1	1	2	2	1	-0.7	2
CN(CCC#N)C(=O)COC(=O)c1c2c(nc3ccccc13)/C(=C/c1ccco1)CC2	0	4	112	4	-1	42	-2	-1	-3.0	19
CS(=O)(=O)Nc1ccccc1C(=O)Nc1cc(Cl)cc(Cl)c1	0	-1	93	-1	-8	-14	4	0	-1.9	-4
C[C@H](CO)N1C[C@H](C)[C@@H](CN(C)Cc2ccc(Cl)c(Cl)c2)Oc2c(NS(=O)(=O)c3cn(C)cn3)cccc2C1=O	-3	11	96	6	-5	20	0	-2	-1.4	9
CCOC(=O)Cn1cnc2scc(-c3ccccc3)c2c1=O	-1	1	100	8	-2	-1	2	2	-0.4	-5
Nc1c(N(CCC2=CCCCC2)C(=O)c2ccc([N+](=O)[O-])o2)c(=O)[nH]c(=O)n1Cc1ccccc1	2	1	110	6	-4	8	-3	-5	-1.0	1
COc1ccc(NC(=S)Nc2cccc3ccccc23)cc1OC	-5	2	104	0	-6	-9	7	4	-2.4	-17
S=C(Nc1ccc(Cl)cc1)N(CCCN1CCOCC1)Cc1cccs1	4	2	85	-4	.	-8	1	-1	-1.7	-6
COc1ccc(Cc2c(-c3ccco3)nc3c(C)cc(Br)cn23)c(C)c1	0	.	106	.	-3	-10	-5	2	.	5
CN1CCN(C(=O)c2ccccc2NC(=O)CCN2C(=O)c3ccccc3C2=O)CC1	4	-3	95	1	-1	5	0	3	-2.1	-1
O=C(COc1ccc(Cl)cc1)N1CCN(C(=O)c2cccc(F)c2)CC1	1	13	94	4	-4	2	-1	-3	-2.1	4
Cc1ccc(Nc2nc(Nc3ccc(C)cc3)nc(SC3=NCCS3)n2)cc1	-10	-2	95	14	.	-8	7	-2	-1.1	-25
CC(C)CC(=O)c1c[nH]c(C(=O)NCc2cccnc2)c1	1	0	105	10	6	-3	2	3	1.9	7
Cc1ccc(C)c(OCC(=O)Nc2ccccc2C(=O)N2CCOCC2)c1	4	18	97	5	-6	23	1	-1	-4.6	3
COCCNC(C(=O)Nc1ccc(C)cc1[N+](=O)[O-])c1ccccc1 (configuration not stated)	-1	-1	100	9	-2	0	2	0	-1.7	-4
Cn1ccc(C(=O)N/N=C/c2ccncc2)n1	4	-5	104	-2	-6	-2	-4	1	0.8	2
CCS(=O)(=O)c1ccc(OC)c(N=Nc2ccc(O)c3ncccc23)c1	-1	2	100	-4	11	-12	-1	5	-4.0	3
O=C1c2ccccc2NC(c2ccc(O)cc2)N1c1ccccc1 (configuration not stated)	7	-19	98	1	-4	0	?	0	0.4	1
CN(C(=O)c1cccs1)c1ccc(OCC(=O)Nc2ccc(C(=O)O)cc2)cc1	1	-3	101	5	1	-2	0	0	-3.3	1
CC(C)(C)OC(=O)NCCNC(=O)c1cccs1	-2	0	96	-3	4	-6	-4	2	-3.9	3
CCOC(=O)N1CCC(N2CCN(S(=O)(=O)CC)CC2)CC1	8	-2	96	6	.	-1	-5	4	-1.9	4
Cc1cccn2cc(CNC(=O)c3ccc(Br)o3)nc12	4	.	92	-4	-8	18	8	0	0.6	7
O=C(CCc1ccccc1)N1CCN(CCO)CC1	2	.	105	9	0	12	-2	2	0.7	6
CCN(CC)S(=O)(=O)c1cccc(-c2nnc(SCC(=O)c3cc(C)n(C)c3C)o2)c1	2	-6	92	0	-3	-1	2	0	-2.3	-2
Cc1cc(C(=O)Nc2ccccc2)oc1C	-3	1	101	-1	.	-11	-3	-3	4.0	10
CC(C)CCN1C(N(C)C)=NC[C@@H]1C	3	0	100	6	-9	5	-3	3	0.8	-1
CC(C)c1csc(CN2CCC(n3nccc3NC(=O)Cc3ccccc3)CC2)n1	-6	-2	96	17	-6	1	-13	1	-1.4	-1
O=C(COc1ccc(Cl)cc1Cl)N/N=C/c1cccnc1	-4	4	93	-3	-3	-10	-8	-1	-3.1	3
CSc1ccccc1NC(=O)CN(C)CC(=O)NCC(=O)Nc1ccc(F)cc1	-3	-9	96	-4	-2	-7	4	3	0.6	-2
CC(C)/C=C1\CC/C(=C\c2cccnc2)C1=O	0	4	99	4	-5	1	3	?	-3.7	39*

Molecules above that contain an aryl methoxy group (three):
molecule	m5-HT2A agonist	PDI turbidity	ABCB6 inh MLPCN	MC4R antag cAMP	CaV13 FRET inh	H9c2 protect	Granule exo inh	Glyco luc inh	MC4R ag barr	ABHD5-PLIN5 inh
COc1ccc(NC(=S)Nc2cccc3ccccc23)cc1OC	-5	2	104	0	-6	-9	7	4	-2.4	-17
COc1ccc(Cc2c(-c3ccco3)nc3c(C)cc(Br)cn23)c(C)c1	0	.	106	.	-3	-10	-5	2	.	5
CCS(=O)(=O)c1ccc(OC)c(N=Nc2ccc(O)c3ncccc23)c1	-1	2	100	-4	11	-12	-1	5	-4.0	3

Other results follow:
Each structure is followed by: m5-HT2A agonist | PDI turbidity | ABCB6 inh MLPCN | MC4R antag cAMP | CaV13 FRET inh | H9c2 protect | Granule exo inh | Glyco luc inh | MC4R ag barr | ABHD5-PLIN5 inh
COc1ccc(OC)c(NC(=O)c2c(NC(=O)CNCc3ccco3)sc3c2CCC3)c1
  0 | 0 | 108 | 16 | . | 1 | 0 | -2 | 9.2* | 5
COc1cc(/C=N/Nc2nc(=O)[nH]nc2C)cc([N+](=O)[O-])c1O
  1 | 6 | 100 | -20 | 0 | 8 | -2 | -1 | -2.6 | 4
COc1ccc(C(=O)CN2C(=O)NC3(CCCc4ccccc43)C2=O)c(OC)c1 (configuration not stated)
  0 | 3 | 100 | 4 | -3 | -1 | 1 | -1 | -0.6 | 4
Cc1ccc(S(=O)(=O)N(Cc2cccc(C)c2)C(=O)N2CCN(C)CC2)cc1
  -4 | -4 | 100 | -2 | -4 | 2 | -3 | 1 | -1.7 | 2
CCOC(=O)C(C)Oc1ccc(C2NC(=O)NC(C)=C2C(C)=O)cc1Br (configuration not stated)
  5 | -4 | 96 | -3 | -10 | 55* | 6 | 2 | 0.1 | 4
COc1cc(C(=O)N2CCSCC2)ccc1OC1CCN(C(C)=O)CC1
  2 | 15 | 100 | 19 | -3 | -1 | -3 | 1 | 3.0 | 0
C=CCNC(=O)COC(=O)COc1ccc(Cl)cc1
  1 | 7 | 98 | -2 | 11 | -3 | 5 | 2 | -0.7 | -3
COc1cccc(-c2csc(NNC(=O)c3cccs3)n2)c1
  -3 | -4 | 101 | -1 | -20 | -1 | -10 | 0 | -0.4 | -2
O=C(CSc1nc2[nH]c(=O)[nH]c(=O)c2s1)Nc1cccc(F)c1
  0 | -14 | 102 | 2 | -7 | -1 | 2 | -2 | 0.4 | 3
CC(C)CCNC(=O)C(c1cccs1)N(CC1CCCO1)C(=O)Cn1nnc2ccccc21 (configuration not stated)
  1 | 4 | 94 | -2 | . | 2 | 4 | -1 | -0.7 | 2
CCOC(=O)c1sc(NC(=O)c2ccccc2OCC)nc1C
  0 | -10 | 94 | 8 | -3 | 10 | 8 | 2 | -0.2 | 1
CCc1nnc(NS(=O)(=O)c2ccc(NCc3cc(Cl)cc(Cl)c3O)cc2)s1
  7 | 5 | 99 | 1 | -5 | 5 | -4 | 2 | -1.5 | 0
Cc1ccc(S(=O)(=O)NCCC(=O)NCC(c2ccco2)N2CCCCC2)cc1C (configuration not stated)
  3 | 0 | 104 | -3 | -6 | -2 | -7 | -1 | -3.1 | 5
Cc1cc(NC(=O)CCN2CCN(C/C=C/c3ccccc3)CC2)ccc1Br
  -2 | 5 | 101 | 9 | -6 | -14 | 60* | 2 | 1.9 | 2
COc1cc(/C=N/NC(=O)[C@H](Cc2c[nH]c3ccccc23)NC(=O)OCC(C)C)cc([N+](=O)[O-])c1O
  -2 | 23 | 97 | 7 | -5 | -1 | 6 | 0 | -2.0 | -8
Cc1ccc(OCC(=O)OCC(=O)c2cccc([N+](=O)[O-])c2)cc1C
  0 | -7 | 96 | 0 | -5 | 2 | 0 | 0 | -1.4 | 4
C=Cn1cc[n+](CC(=O)c2ccc(Cl)c(Cl)c2)c1
  -3 | 5 | 99 | 18 | -6 | -3 | -3 | 0 | -0.7 | 7
CCOC(=O)CNC(=O)Nc1nnc(-c2ccc(OCC)cc2)o1
  0 | -7 | 95 | 0 | -3 | -8 | 1 | 2 | -1.1 | -2
O=C(CN1CCCC1)OCCCc1ccccc1
  -2 | 6 | 99 | -4 | 5 | 4 | -2 | 0 | -2.9 | -2
COc1ccc(N(C(=O)CCl)C(C(=O)NCCc2ccccc2)c2cccs2)cc1 (configuration not stated)
  7 | 3 | 98 | 28 | -5 | -10 | 6 | -19 | 12* | 13

No enrichment for hits. About 4.2% of those tested had a hit in this group.
